Screens deposited in PubChem by National Center for Advancing Translational Sciences (NCATS).
Fluorescein fluor = fluorescein region autofluorescence. max fluorescein-equivalent concentration, M. Compound autofluorescence, 480/540 nm, fluorescein-equivalent; active compounds read high. hit rate 0.91% among 59,000; in the data active = max fluorescein-equivalent concentration above about 10 nM; inconclusive = between about 1.1 nM and that limit
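Fluorescein stocks ranging 3 mM down to 300 nM, plus DMSO blanks, were pinned alongside compounds to build a per-plate standard curve. Buffer: 100 mM Tris, pH 8.0. Incubation 15 min, room temperature; filters 480/540 nm.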
Rhodamine autofl = rhodamine region autofluorescence; Rhodamine-region fluorescence, 547/598 nm, Tris buffer; active compounds read high; max dye-equivalent concentration, M; hit rate 0.05% among 59,000; AID 594; in the data active = max dye-equivalent concentration above about 11 nM; inconclusive = between about 1.1 nM and that limit
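Compounds in 100 mM Tris buffer, pH 8.0, were incubated 15 min at room temperature, then read at 547 nm excitation and 598 nm emission. Fluorescence was normalized against a per-plate six-point rhodamine standard curve as dye-equivalent concentration.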
Casp7 inh = allosteric or competitive inhibitors of human caspase-7; P55210; Potency, µM (highest dose often 57.5 µM), for the others: at the top dose activity change, negative = inhibition, usual class: inhibitors; hit rate 0.02% among 75,000; AID 889; recombinant caspase-7, Ac-DEVD-AFC fluorescence rate; active = well fitted inhibition curve with a large enough effect in the main read-out, with a control signal flat, not every such curve was filed as active; inconclusive = small, poorly fitted or top-dose-only effect, or a change in a side signal; note: potency is the fitted concentration of half-maximal effect; % of control where 0% means no effect
Target sequence (P55210 24-198 limits assumed): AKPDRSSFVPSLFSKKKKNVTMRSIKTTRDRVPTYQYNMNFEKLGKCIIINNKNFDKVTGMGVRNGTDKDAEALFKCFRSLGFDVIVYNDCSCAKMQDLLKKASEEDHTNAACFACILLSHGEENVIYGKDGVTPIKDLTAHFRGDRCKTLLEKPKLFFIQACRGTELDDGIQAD
Target sequence (P55210 207-303 limits assumed): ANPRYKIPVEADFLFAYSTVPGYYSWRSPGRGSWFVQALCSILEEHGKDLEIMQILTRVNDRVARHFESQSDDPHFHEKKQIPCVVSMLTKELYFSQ
BRCT inh green = inhibitors of human BRCA1 BRCT-phosphoprotein interaction (green fluorophore) | P38398 | BRCA1 BRCT-phosphopeptide binding, green fluorescence polarization | Potency, µM (titrated, usually from 76.9 µM), for inactives: top-dose activity change, negative = inhibition, hits mostly inhibitors | hit rate 0.05% among 75,000 | AID 875;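 note: potency is the fitted concentration of half-maximal effect; plate controls were peptide without protein for full effect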
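Compounds were incubated for 12 min at room temperature with a complex of 100 nM fluorescein-tagged pBACH1 decapeptide and 250 nM His-tagged BRCT protein. Buffer was phosphate pH 7.3 with EDTA, DTT and Tween 20. Disruption of binding lowers the polarization signal.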
HEK293 cAMP ctrl = raises cAMP in parental HEK293 cells, TSHR agonist counter-screen | hit rate 2.5% among 73,000 | Potency, µM (doses to about 57.1 µM), for the others: at the top dose activation, hits mostly activators | parental HEK293 CNG cAMP sensor, membrane potential fluorescence; note: potency is the fitted concentration of half-maximal effect; % of control where 0% means no effect; nearly all actives have a fitted effect of over 55% in size
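Parental HEK 293 cells stably expressing a modified CNG channel (no TSHR) report cAMP rise as membrane depolarization. Membrane potential dye with 100 uM RO 20-1724 was loaded for 60 min at room temperature, then compound added for 30 min; fluorescence read at 590 nm.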
A350 fluor = A350 region autofluorescence; Compound autofluorescence, 340/450 nm, Alexa 350 dye-equivalents; active compounds read high; max dye-equivalent concentration, M; hit rate 11% among 59,000; in the data active = max dye-equivalent concentration above about 10 nM; inconclusive = mostly about 1.1 nM to 9.6 nM
Texas Red fluor = compound fluoresces in the Texas Red spectral region | hit rate 0.06% among 59,000 | Compound fluorescence, Texas Red channel, 547/618 nm; active compounds read high | max dye-equivalent concentration, M | AID 587; in the data active = max dye-equivalent concentration above about 10 nM; inconclusive = between about 1.1 nM and that limit
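Texas Red-region profiling: compounds in 100 mM Tris pH 8.0 were read at 547/618 nm after 15 min at room temperature. Intensities were normalized against a six-point Texas Red standard series to give dye-equivalent concentration.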
Casp1 inh = caspase-1 (human) inhibition, allosteric or competitive | hit rate 0.03% among 75,000 | AID 900 | Potency, µM (series often up to 57.5 µM), inactives show at the highest dose activity change, negative = inhibition, actives largely listed as inhibitors | Caspase-1 enzyme, Ac-WEHD-AFC fluorogenic rate | P29466;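 note: potency is the fitted concentration of half-maximal effect; plate controls were vehicle for no effect and no substrate for full effect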
4-MU autofl = 4-MU region autofluorescence. hit rate 11% among 59,000. compound autofluorescence, 340/450 nm, 4-MU equivalents; active compounds read high. max dye-equivalent concentration, M; in the data active = max dye-equivalent concentration above about 10 nM; inconclusive = mostly about 1.1 nM to 9.6 nM
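Compounds in 100 mM Tris, pH 8.0, incubated 15 min at room temperature, then fluorescence read at 340 nm excitation/450 nm emission. Signal converted to 4-MU dye-equivalent concentration using an on-plate six-point 4-MU standard curve.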
USP2a inh = blocks human ubiquitin-specific protease USP2a. O75604. USP2a enzymatic assay, qHTS inhibition. Potency, µM (highest dose often 38.3 µM), for inactives: at the top dose activity change, negative = inhibition, usual class: inhibitors. hit rate 0.1% among 60,000. AID 927;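 note: potency is the fitted concentration of half-maximal effect; nearly all actives have a fitted effect of over 60% in size; plate controls were DMSO for no effect and NEM full inhibition control for full effect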
Target sequence (O75604 whole entry, looked up): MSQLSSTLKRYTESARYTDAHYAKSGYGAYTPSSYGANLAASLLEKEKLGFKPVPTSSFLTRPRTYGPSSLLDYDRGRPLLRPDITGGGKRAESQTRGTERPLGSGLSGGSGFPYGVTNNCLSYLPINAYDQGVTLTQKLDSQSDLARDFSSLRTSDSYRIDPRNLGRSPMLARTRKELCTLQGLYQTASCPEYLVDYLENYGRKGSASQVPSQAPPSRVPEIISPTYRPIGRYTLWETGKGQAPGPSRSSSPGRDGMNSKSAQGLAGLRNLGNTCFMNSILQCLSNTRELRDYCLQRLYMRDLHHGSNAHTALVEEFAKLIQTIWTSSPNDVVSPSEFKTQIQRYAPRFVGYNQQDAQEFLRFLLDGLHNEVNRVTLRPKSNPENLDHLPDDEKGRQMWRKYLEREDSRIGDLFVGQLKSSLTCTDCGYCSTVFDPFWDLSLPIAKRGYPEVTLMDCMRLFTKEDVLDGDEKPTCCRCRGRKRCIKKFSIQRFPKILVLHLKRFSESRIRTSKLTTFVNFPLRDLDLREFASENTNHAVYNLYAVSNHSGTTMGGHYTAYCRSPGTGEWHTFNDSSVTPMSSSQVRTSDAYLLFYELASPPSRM
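Inhibition is measured in a cell-free coupled assay with 20 nM USP2 core, 20 nM Ub-PLA2 and 20 uM NBD C6-HPC, 2.5 h incubation. Activity normalized to NEM control.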
BRCT inh red = BRCT-phosphoprotein interaction inhibition (red fluorophore) | P38398 | BRCT-phosphopeptide binding, red fluorescence polarization | Potency, µM (series often up to 76.9 µM), for inactives: at the top dose activity change, negative = inhibition, most hits filed as inhibitors | hit rate 0.03% among 75,000; note: % is set by controls: 0 for no effect and ±100 for the full control effect
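Rhodamine-labelled pBACH1 10-mer (100 nM) bound to BRCT domain (100 nM) at pH 7.3; compounds incubated 12 min room temperature, polarization read. Free peptide defines full inhibition; unlabelled decapeptide titrated as control.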
* marks the source's active call; other numbers are inactive results; i = inactive; u = inconclusive; x = no result given; [ ] = remark or other dose. Unless noted, calls come from the whole dose curve; as a rule, active = well fitted curve in the direction sought with a large enough effect; inconclusive = small, poorly fitted or top-dose-only effect, or another doubt; inactive = no such curve, though single readings can be large; an effect the other way counts as inactive or inconclusive. This is a subset (hit frequency here may not be typical).

SMILES	Fluorescein fluor	Rhodamine autofl	Casp7 inh	BRCT inh green	HEK293 cAMP ctrl	A350 fluor	Texas Red fluor	Casp1 inh	4-MU autofl	USP2a inh	BRCT inh red
O=C(NC1CCCC1)C1CCCN(S(=O)(=O)c2cnc[nH]2)C1 (stereo unspecified)	x	x	-2%	-0.4%	1%	x	x	-4%	x	x	-0.3%
CC1(C)CC(=O)C2=C(C1)OC(N)=C(C#N)C2c1ccccc1 (stereo unspecified)	x	x	-2%	-1.1%	2%[11.4 µM]	x	x	-1%	x	-13%[7.66 µM]	-1.7%
Cc1ccc(OC(=O)C(F)(F)F)c2c1NCCC2	x	x	-1%	-0.1%	-3%	x	x	0%	x	-1%	-1.0%
Cc1cc(NC(=O)CSc2nnc(Cc3ccccc3)o2)no1	i	i	0%	-2.2%	-3%	i	i	-2%	i	-5%	0.7%
N#Cc1ccc2ccn(CC(=O)NC3CCCCC3)c2c1	i	i	-4%	-2.5%	16µM*	u	i	-2%	u	81%[activator]	0.0%
O=C(c1ccco1)N1CCN(C(=O)c2cnn3c2NC(c2cccs2)CC3C(F)(F)F)CC1 (stereo unspecified)	i	i	-1%	0.6%	-1%	i	i	-3%	i	13%	0.4%
N/C(=N\O)c1ccc(NC(=O)c2ccc(Br)o2)cc1	u	i	-2%	0.6%	13%	1.3e-08M*	i	-2%	1.4e-08M*	33%[activator]	1.9%
O=C(Nc1nc2n(n1)C(c1ccccc1)CC(c1ccc(Cl)cc1)N2)c1ccco1 (stereo unspecified)	i	i	-4%	-0.7%	10%	i	i	-2%	i	46%[activator]	-0.6%
Cc1cccnc1NC(=O)COc1ccc2oc3c(c2c1)CCCC3	i	i	-1%	2.6%	u	i	i	1%	i	17%	-0.3%
CC(C)(C)S(=O)(=O)c1c(C(=O)O)cccc1C(=O)O	u	i	-1%	-2.0%	-1%	i	i	-3%	i	-6%	-1.4%
O=C(c1ccc(CS(=O)(=O)c2ccccc2)o1)N1CCOCC1	x	x	0%	-2.1%	-2%	x	x	-4%	x	x	0.3%
COc1ccc(C)cc1S(=O)(=O)N1CCCC(C(=O)NCC2CCCO2)C1 (stereo unspecified)	i	i	0%	0.1%	3%	i	i	0%	i	1%	0.7%
COc1ccccc1NC(=O)N1CCN(c2ncccn2)CC1	i	i	-1%	1.8%	2%	i	i	0%	i	-3%	2.6%
CC(C)OC(=O)CSc1nnc(-c2ccncc2)n1N	i	i	-1%	1.1%	-10%	i	i	-1%	i	2%	0.3%
Cc1nc(Nc2nc(-c3ccccc3)cc(=O)[nH]2)nc2ccccc12	i	i	-3%	1.0%	27%	u	i	-3%	u	21%	-5.2%
Cc1cc(C)nc(N2CCC(C(=O)NC3CCCCCC3)CC2)n1	i	i	-1%	-2.5%	u	i	i	-1%	i	-4%	-0.4%
O=C(CN1C(=O)c2ccccc2C1=O)Nc1cccc2cccnc12	x	x	-1%	0.5%	7%	x	x	-3%	x	x	0.9%
COc1cc2ccccc2cc1C(=O)OCC(=O)N1CCOCC1	u	i	0%	0.6%	0%	9.2e-07M*	i	-4%	9.8e-07M*	-8%	-2.8%
Cc1cc(NC(=O)Cc2c(F)cccc2Cl)no1	i	i	0%	-1.6%	0%	i	i	1%	i	-2%	-0.5%
COC(=O)c1ccc(NC(=O)c2ccccc2NS(C)(=O)=O)cc1	i	i	-2%	-2.5%	-1%	i	i	-1%	i	-1%	1.8%
CCOC(=O)c1c(NC(=O)CN(CC)CC)sc2c1CCC2	x	x	-4%	-2.4%	11%	x	x	-1%	x	x	-1.2%
CCOC(=O)N1CCN(c2c(N3CCN(c4ccccn4)CC3)c(=O)c2=O)CC1	x	x	0%	-1.8%	4%	x	x	-4%	x	x	-1.8%
COC(=O)c1nc(NC(=O)C(C)C)n[nH]1	i	i	0%	-2.1%	-8%	i	i	2%	i	0%	-1.0%
CCCOc1ccc(N2CC(C(=O)Nc3ccccc3C(=O)NCc3ccco3)CC2=O)cc1 (stereo unspecified)	i	i	-4%	1.0%	2%	i	i	-1%	i	12%	-0.9%
COc1ccc(-n2c(=O)cc(N3CCOCC3)[nH]c2=O)cc1	i	i	-1%	0.4%	13%	u	i	-3%	u	6%	-0.4%
CSc1nc2c(ccc3ccccc32)o1	i	i	-3%	-0.1%	11%	u	i	-10%	i	-7%	-2.0%
COC(=O)C(NS(=O)(=O)c1ccc(NC(C)=O)cc1)C(C)C (stereo unspecified)	i	i	4%	-0.6%	12%	i	i	-12%	i	-9%	0.7%
Cc1cc(Nc2ccc(N=Nc3ccc(O)c4ncccc34)cc2)nc(C)n1	u	i	-3%[11.5 µM]	0.5%[15.4 µM]	-9%[11.4 µM]	i	i	-1%[11.5 µM]	i	x	0.8%[15.4 µM]
O=C(Nc1cnc2ccccc2c1)N1CCCCC1	x	x	1%	0.5%	3%	x	x	-3%	x	3%	0.7%
COc1ccc(C(=O)N2CCC3(CCCN(CC(C)C)C3)CC2)cc1	i	i	-2%	-1.2%	9%	i	i	-3%	i	52%[activator]	-1.1%
Oc1ccc(C(=S)N2CCCCC2)cc1Cl	i	i	-1%	-1.8%	8%	i	i	-5%	i	-10%	-0.9%
O=[N+]([O-])c1ccc2c(c1)c(S(=O)(=O)O)cc1nonc12	u	i	4%[11.5 µM]	0.7%[15.4 µM]	u	i	i	-2%[11.5 µM]	i	x	-0.6%[15.4 µM]
CC(Oc1ccc(Cl)cc1)C(=O)Nc1ncccn1 (stereo unspecified)	i	i	0%	-1.1%	22%	i	i	0%	i	-5%	-2.2%
Cn1c(NCc2ccco2)nc2c1c(=O)n(Cc1ccc(Cl)cc1Cl)c(=O)n2C	i	i	1%	-0.6%	-25%	i	u	0%	i	9%	-0.2%
COc1cccc(C(=O)Nc2c3c(nn2-c2ccccc2C)CS(=O)C3)c1OC (stereo unspecified)	i	i	3%	1.2%	8%	i	i	0%	i	9%	-1.6%
Cn1ccnc1C(O)c1cc(C(C)(C)C)c(O)c(C(C)(C)C)c1 (stereo unspecified)	x	x	3%	-0.3%	10%	x	x	-2%	x	6%	0.0%

Sorted by length of the SMILES (low to high): part of the list above.
SMILES	Fluorescein fluor	Rhodamine autofl	Casp7 inh	BRCT inh green	HEK293 cAMP ctrl	A350 fluor	Texas Red fluor	Casp1 inh	4-MU autofl	USP2a inh	BRCT inh red
CSc1nc2c(ccc3ccccc32)o1	i	i	-3%	-0.1%	11%	u	i	-10%	i	-7%	-2.0%
Oc1ccc(C(=S)N2CCCCC2)cc1Cl	i	i	-1%	-1.8%	8%	i	i	-5%	i	-10%	-0.9%
O=C(Nc1cnc2ccccc2c1)N1CCCCC1	x	x	1%	0.5%	3%	x	x	-3%	x	3%	0.7%
COc1ccc(-n2c(=O)cc(N3CCOCC3)[nH]c2=O)cc1	i	i	-1%	0.4%	13%	u	i	-3%	u	6%	-0.4%
COc1ccc(C(=O)N2CCC3(CCCN(CC(C)C)C3)CC2)cc1	i	i	-2%	-1.2%	9%	i	i	-3%	i	52%[activator]	-1.1%
Cn1ccnc1C(O)c1cc(C(C)(C)C)c(O)c(C(C)(C)C)c1 (stereo unspecified)	x	x	3%	-0.3%	10%	x	x	-2%	x	6%	0.0%
Cc1cc(Nc2ccc(N=Nc3ccc(O)c4ncccc34)cc2)nc(C)n1	u	i	-3%[11.5 µM]	0.5%[15.4 µM]	-9%[11.4 µM]	i	i	-1%[11.5 µM]	i	x	0.8%[15.4 µM]
COc1cccc(C(=O)Nc2c3c(nn2-c2ccccc2C)CS(=O)C3)c1OC (stereo unspecified)	i	i	3%	1.2%	8%	i	i	0%	i	9%	-1.6%
Cn1c(NCc2ccco2)nc2c1c(=O)n(Cc1ccc(Cl)cc1Cl)c(=O)n2C	i	i	1%	-0.6%	-25%	i	u	0%	i	9%	-0.2%
CCCOc1ccc(N2CC(C(=O)Nc3ccccc3C(=O)NCc3ccco3)CC2=O)cc1 (stereo unspecified)	i	i	-4%	1.0%	2%	i	i	-1%	i	12%	-0.9%

Next section
SMILES	Fluorescein fluor	Rhodamine autofl	Casp7 inh	BRCT inh green	HEK293 cAMP ctrl	A350 fluor	Texas Red fluor	Casp1 inh	4-MU autofl	USP2a inh	BRCT inh red
CCC(=O)/C=C1\Sc2ccc(OC)cc2N1CC	x	x	-1%	0.9%	17%[11.4 µM]	x	x	-2%	x	-2%[7.66 µM]	-2.2%
COCCCNC(=O)CN(c1ccc(Cl)c(Cl)c1)S(C)(=O)=O	x	x	-2%	-2.1%	-10%	x	x	-7%	x	x	-0.8%
O=C(Cc1cccs1)N1CCC(c2nc3c(nnn3Cc3ccc(F)cc3)c(=O)[nH]2)CC1	u	i	-2%	1.0%	-4%	i	i	0%	i	20%	0.0%
Cn1ncc(Br)c1C(=O)Nc1ccc(Cl)cn1	u	i	3%	-0.2%	6%	i	i	2%	i	-6%	-1.6%
CCCNc1cc(=O)n(C)c(=O)n1C	x	x	-1%	-2.6%	-2%	x	x	-1%	x	9%	-1.0%
O=C(O)COc1ccc(-c2nnn(CC(=O)O)n2)cc1	i	i	0%	1.1%	-1%	i	i	-1%	i	1%	-3.7%
